High-throughput results (PubChem BioAssay)
TNF death inh: TNF-alpha cell death inhibition in Jurkat FADD-/- cells. Jurkat FADD-/- TNF necroptosis rescue, ATP luminescence, 24 h; 0 = TNF only, 100 = no-TNF cells. activation (protection from cell death), % at 10 µM. 220,000 tested, 0.068% active;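 active = activation, meaning protection from cell death, of at least 50% relative to plate controls; inactive = activation below 50%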;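 note: necroptosis triggered by 40 ng/mL TNF-alpha added together with compound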
zVAD death inh: L929 zVAD cell death inhibition; L929 zVAD necroptosis rescue, ATP luminescence, 24 h; with zVAD 60 µM; viability rescue, % at 10 µM; 220,000 tested, 0.38% active; AID 1377;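 active = activation, scaled between plate controls, above about 75%, limit read from the data; inactive = activation under that limit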;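 note: 0% = zVAD with DMSO and 100% = DMSO alone without zVAD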
FXIIa inh: inhibitors of human coagulation factor XIIa; P00748; purified FXIIa, Boc-QGR-AMC fluorogenic substrate, 2 h; inhibition, % at 5 µM; 220,000 tested, 0.3% active; in the data active = inhibition above about 40%;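 note: 0% = enzyme with no compound and 100% = blank without enzyme; many of its hits are not listed in these tables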
FXIa inh: blocks human coagulation factor XIa protease activity. P03951. purified FXIa, Boc-Glu-Ala-Arg-AMC fluorogenic substrate. inhibition, % at 5 µM. 220,000 tested, 0.14% active;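 active = inhibition of at least 40%; inactive = inhibition below 40%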;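 note: fluorescence of freed AMC excited at 355 nm; 0% = enzyme without compound and 100% = no enzyme blank; many of its hits are not listed in these tables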
Target sequence (P03951 19-387 limits assumed): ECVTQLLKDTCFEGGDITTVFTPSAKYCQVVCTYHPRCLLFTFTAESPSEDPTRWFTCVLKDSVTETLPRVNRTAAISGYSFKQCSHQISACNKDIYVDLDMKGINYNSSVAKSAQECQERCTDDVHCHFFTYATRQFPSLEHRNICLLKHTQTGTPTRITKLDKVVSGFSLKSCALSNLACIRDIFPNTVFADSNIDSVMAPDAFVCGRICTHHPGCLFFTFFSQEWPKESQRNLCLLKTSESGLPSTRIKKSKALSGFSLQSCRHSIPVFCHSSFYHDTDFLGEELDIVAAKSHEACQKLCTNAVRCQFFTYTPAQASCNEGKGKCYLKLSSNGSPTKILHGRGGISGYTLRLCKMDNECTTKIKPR
Target sequence (P03951 388-625 limits assumed): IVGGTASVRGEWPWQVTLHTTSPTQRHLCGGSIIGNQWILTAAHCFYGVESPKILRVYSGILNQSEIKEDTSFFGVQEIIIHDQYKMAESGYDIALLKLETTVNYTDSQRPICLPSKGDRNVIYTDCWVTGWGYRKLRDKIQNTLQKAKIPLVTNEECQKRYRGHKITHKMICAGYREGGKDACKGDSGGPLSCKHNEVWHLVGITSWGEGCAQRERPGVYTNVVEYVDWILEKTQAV
Rad51 HR inh: Rad51 (human) homologous recombination inhibition. hRad51 DNA strand exchange, fluorescence dequenching. inhibition, % at 10 µM. 200,000 tested, 0.085% active. AID 1385;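 active = inhibition above 40% at the single screening dose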;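 note: 0% = DMSO control wells and 100% = blanks with heterologous ssDNA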
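Test system: preformed human Rad51 ssDNA filaments. Compound dosing: single dose, 10 µM final compound. Incubation: filaments 15 min 37 °C, then compound 30 min. Technique: FRET fluorescence dequenching, excitation 485 nm, emission 520 nm. Read-out basis: percent inhibition from fluorescence, normalised to plate control and blank means. Benchmarks: plate controls and plate blanks.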
KCC2 mod: modulates chloride dependent transport by human KCC2. KCC2 cells, thallium flux FluoZin-2 fluorescence. B-score of Tl+ flux slope (higher = more flux/activation; lower = inhibition) at 10 µM. 190,000 tested, 2.2% active;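 active = thallium flux slope and its plate-corrected score both differing from the plate sample mean at a set confidence after two filtering rounds, in either direction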;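 note: slope of fluorescence scaled to starting intensity during 10 to 20 s after thallium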
KLK5 inh: kallikrein 5 (human) inhibition; recombinant hK5, fluorogenic AMC substrate cleavage; Q9Y337; inhibition, % at 5 µM; 210,000 tested, 0.59% active; AID 873;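 active = inhibition of 40% or more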;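 note: 0% = enzyme controls without compound and 100% = no-enzyme blanks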
Target sequence (Q9Y337 67-293 limits assumed): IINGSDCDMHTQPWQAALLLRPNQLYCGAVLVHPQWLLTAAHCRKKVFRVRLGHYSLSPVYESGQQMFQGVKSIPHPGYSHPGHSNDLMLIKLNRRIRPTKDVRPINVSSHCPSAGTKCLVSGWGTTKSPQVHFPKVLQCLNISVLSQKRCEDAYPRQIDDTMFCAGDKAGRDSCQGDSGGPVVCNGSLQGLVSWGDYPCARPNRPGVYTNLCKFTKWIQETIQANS
Thrombin inh: blocks human thrombin protease activity | P00734 | alpha-thrombin, Boc-VPR-AMC fluorogenic substrate cleavage | inhibition, % at 5 µM | 220,000 tested, 0.26% active;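 active = inhibition at or above 40%; inactive = inhibition below 40%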;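 note: 0% = enzyme with no compound and 100% = wells without enzyme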
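Material: Human alpha-thrombin protein | Buffer or medium: pH 7.5 Tris-saline with Tween 20 | Reagent: Boc-VPR-AMC substrate, 15 µM final | Schedule: Reaction at ambient temperature | Detection: AMC fluorescence at 355 nm excitation and 460 nm emission | Evaluation: Percent inhibition scaled between no-compound controls and no-enzyme blanks | Controls: no-compound enzyme wells and no-enzyme blanks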
Hck-Nef inh: human Hck-Nef kinase inhibition. 220,000 tested, 0.68% active. Recombinant Hck-YEEI plus Nef, Z-Lyte FRET kinase assay. inhibition, % at 20 µM. P08631;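 active = Hck-Nef kinase inhibition above about 50%, limit read from the data; inactive = inhibition below that limit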;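 note: 0% = DMSO with Hck plus Nef and 100% = Hck alone without Nef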
* marks the source's active call; other numbers are inactive results; / = no result given. The list is partial. The share of hits here may be higher or lower than overall.

SMILES	TNF death inh	zVAD death inh	FXIIa inh	FXIa inh	Rad51 HR inh	KCC2 mod	KLK5 inh	Thrombin inh	Hck-Nef inh
O=C(NCc1ccc(F)cc1)C1CCCN(S(=O)(=O)c2cccc3nsnc23)C1 (stereo unspecified)	-0.1	-0.4	6	-3	1	0.05	-8	0	1
NC(=O)CN1CCN(C(=O)NC2CCCCC2)CC1	0.3	-0.3	-6	-10	5	-0.14	-1	6	1
CC(=O)Nc1ccc(S(=O)(=O)N[C@@H](C)C(=O)Nc2ccc(N3CCOCC3)cc2)cc1	0.0	-0.1	6	0	14	1.1	-5	2	0
C[C@@H]1CCC[C@]2(O[C@H](CCO)C[C@H](O)[C@H]2O)O1	-0.5	0.3	10	3	-3	-0.65	4	2	8
Cc1cc(CNC(=O)COc2ccc(F)cc2Cl)cc(C)c1O	0.5	2.6	7	-1	36	-0.77	-3	5	-1
Cn1c(CCNC(=O)c2ccco2)nc2cc(NC(=O)NC3CCCCC3)ccc21	0.4	5.1	7	3	-10	/	-2	5	1
COc1ccc(OC)c(C(=O)c2oc3ccccc3c2NC(C)=O)c1	-3.9	1.3	15	4	-6	0.36	-16	-1	3
O=S(=O)(Nc1nccs1)c1cnc(Cl)c(Br)c1	0.9	0.8	6	7	0	0.38	-24	-1	2
CCS(=O)(=O)CCSC(=N)N	5.0	0.0	5	3	0	2.3	-3	-5	-21
CC(C)(C)NS(=O)(=O)c1ccc(NS(=O)(=O)c2ccc(F)cc2)cc1	0.9	0.1	18	-1	-2	-0.0072	27	1	1
O=C(NC1C(=O)NNC1c1ccccc1)c1ccc(F)cc1 (stereo unspecified)	-0.6	-0.2	11	2	1	-0.089	17	-8	0
Cc1ccc(S(=O)(=O)N2CCC(C(=O)N3CCC[C@H]3C(=O)NC3CCS(=O)(=O)C3)CC2)cc1 (stereo partly specified)	0.3	1.4	36	11	0	/	-6	8	-1
CCOCCCn1c(=S)[nH]c2cc3c(cc2c1=O)OCO3	0.8	1.2	-4	-9	/	5.7*	-14	2	-9
CC(C)Cc1nc(Cl)c(C#N)c2c1CCCC2	0.5	-0.3	6	7	/	-1	-18	-7	0
COC(=O)Nc1ccc(S(=O)(=O)N2CCC(Cc3ccccc3)CC2)cc1	1.7	0.6	12	5	-7	-1	-1	-5	1
CN(C)c1ccc(P(=O)(OC2CCCCC2)C(O)c2cccnc2)cc1 (stereo unspecified)	-2.2	0.3	10	-2	-3	-1.8	1	-2	1
O=C(Nc1cnc2ccccn2c1=O)c1ccc(Cl)cc1Cl	-1.3	0.7	12	-4	5	0.2	1	-15	16
O=C(O)CC(Cc1ccc(Cl)cc1)C(=O)Nc1ccc([N+](=O)[O-])cc1 (stereo unspecified)	0.1	-0.1	4	14	-6	-1.8	-3	-12	9
O=C(Cn1c(=O)n(Cc2ccccc2)c(=O)c2ccccc21)NCc1ccco1	-0.4	0.1	9	2	-8	-1.8	4	0	2
COc1cc(C(=O)Nc2ccc(C(=O)O)cc2)ccc1OC(C)=O	-1.7	-0.8	7	1	6	-0.025	2	-2	27
Cc1ccc(NC(=O)CN2C(=O)NC(Cc3ccccc3)C2=O)c(Br)c1 (stereo unspecified)	-2.8	-0.2	8	-2	1	-0.028	1	-5	-9
CCOCCn1c(SC)nc2c1c(=O)[nH]c(=O)n2C	-2.2	0.3	8	3	-8	0.33	-14	-4	3
COc1ccc(/C(O)=C2/C(=O)C(=O)N(Cc3cccnc3)C2c2ccccn2)cc1 (stereo unspecified)	0.7	2.1	6	7	-3	-0.069	-23	-1	-5
CCOC(=O)c1ccc(NC2=CC(=O)CC(c3ccco3)C2)cc1 (stereo unspecified)	-2.6	-0.3	6	2	1	1.3	2	-5	-21
COc1ccc(CC(=O)Nc2ccc(-c3cn4cccc(C)c4n3)cc2)cc1OC	-1.8	-0.9	5	-8	4	-0.13	9	-2	5

(list continues)
SMILES	TNF death inh	zVAD death inh	FXIIa inh	FXIa inh	Rad51 HR inh	KCC2 mod	KLK5 inh	Thrombin inh	Hck-Nef inh
COc1ccc(-c2nnc(CSc3nc4ccccc4c(=O)n3CC3CCCO3)o2)cc1OC (stereo unspecified)	1.6	-0.1	6	-1	31	-2.3	-1	2	11
CC1(C)Cc2nc3nc(SCC(=O)NCCc4ccccc4)n(-c4ccccc4)c(=O)c3cc2CO1	-0.2	-0.3	18	1	4	0.14	-6	4	1
CCc1ccc(NC(=S)N(CCN2CCOCC2)Cc2ccccc2F)cc1	2.0	-0.5	4	-3	1	-0.87	-6	-5	15
CSc1oc(-c2ccco2)nc1S(=O)(=O)c1ccc(Br)cc1	0.4	1.0	7	-5	2	0.51	-13	-6	0
O=CN1CC(=O)N(c2ccccc2)c2c([nH]c3ccccc23)C1	-1.9	0.8	17	19	-4	/	3	4	0
COC(=O)CCc1c(C)[nH]c(C(=O)OCc2ccccc2)c1C	-1.4	76*	9	2	-6	/	-13	5	0
Cc1ccc(/C=N/NC(=O)c2ccco2)s1	-4.2	0.1	14	13	1	-0.58	-23	2	0
CCC(c1nnnn1Cc1ccccc1)N1CCN(C(=O)c2ccco2)CC1 (stereo unspecified)	1.2	0.4	7	0	6	/	-9	-2	0
O=C(NCC1CCCO1)c1cnn2c1NC(c1ccccc1)CC2C(F)(F)F (stereo unspecified)	-2.1	0.0	-6	-12	-3	1.4	7	-12	0
O=C(CCn1nnc2ccccc2c1=O)N[C@@H](Cc1ccccc1)C(=O)O	-0.3	0.0	1	-7	-5	/	-9	-11	-1
CC(=O)N1CCN(S(=O)(=O)c2cccc(C(=O)Nc3ccc4c(c3)OCO4)c2)CC1	-0.9	0.0	2	-2	-3	0.33	10	-7	22
O=C1/C(=C/c2ccco2)N=C(N2CCCCC2)N1c1ccccc1	0.7	1.1	7	-1	1	-0.23	-14	-11	24
CCOC(=O)c1ccc(NC(=S)N2CCCC(C)C2)cc1 (stereo unspecified)	-1.4	-0.7	2	-4	16	0.79	-4	-4	9
COC(=O)c1cc([N+](=O)[O-])c(-n2cncn2)c([N+](=O)[O-])c1	-10	33	13	3	7	-0.61	8	-3	26
S=C(Nc1ccccc1)N1CCCCC1	-1.2	0.0	14	1	9	0.01	28	1	0
O=C1CCCC2=C1Sc1ccccc1N2	-0.8	0.6	-1	-6	-9	-0.49	2	-3	0
CC(=O)Nc1cccc(-c2csc(Nc3ccccn3)n2)c1	-9.1	1.0	16	3	-1	/	16	-2	0
Cc1ccc(CN2CCN(C(=O)C3CCCO3)CC2)cc1 (stereo unspecified)	-0.3	1.0	5	-1	-4	-0.11	3	-1	1
Cn1cc(C(=O)C(=O)N2CCN(c3ccccc3)CC2)c2ccccc21	-0.6	1.7	0	-6	9	-2	-13	1	1
O=c1c2ccccc2c2ccccc2c(=O)n1-c1ccccc1	1.6	-0.7	10	4	-7	/	-35	-3	20
Cc1ccc(C(C)(C)C)c(OCCOCCN2CCCC2)c1	3.7	-0.2	0	0	-5	-0.55	-16	-14	0
CCSc1nnc(NC(=O)C(C)(C)C)s1	-2.5	0.0	34	23	0	1.2	2	0	0
COc1ccc(Cn2c(=S)[nH]c3cc(OC)c(OC)cc3c2=O)cc1	0.1	-0.3	5	-3	-8	5.6	-10	-17	28
O=C(c1ccccc1-c1ncc[nH]1)N1CCc2c([nH]c3ccccc23)C1c1ccccn1 (stereo unspecified)	1.0	-0.2	5	-1	/	0.062	/	1	-9
Cc1cccc(OCCOCCSc2ncccn2)c1	-2.9	0.2	6	7	-3	0.37	2	-1	1

Ordered by the number under Thrombin inh (descending): some entries from above
| canonical_smiles | Thrombin inh |
| --- | --- |
| O=CN1CC(=O)N(c2ccccc2)c2c([nH]c3ccccc23)C1 | 4 |
| S=C(Nc1ccccc1)N1CCCCC1 | 1 |
| CCSc1nnc(NC(=O)C(C)(C)C)s1 | 0 |

Additional structures follow.
SMILES	TNF death inh	zVAD death inh	FXIIa inh	FXIa inh	Rad51 HR inh	KCC2 mod	KLK5 inh	Thrombin inh	Hck-Nef inh
CCOc1ccc(CCN2C(=O)c3cccnc3C2=O)cc1OCC	-0.2	1.0	3	-3	3	-1	-6	-2	-1
Cc1ccc(NC2(C#N)C(=O)Nc3ccccc32)cc1 (stereo unspecified)	-1.6	1.0	18	5	5	0.18	-3	3	0
COc1ccc(CCn2c(-c3ccccc3)nc3c(c(=O)c4ccccc4n3C)c2=O)cc1	-2.3	0.6	4	12	37	-0.53	-3	-4	3
CCN1CN(Cc2ccccc2)CNC1=S	1.0	0.4	5	7	-7	0.14	-1	3	0
COc1ccc(CCC(=O)Nc2ccc3c(c2)OCCO3)cc1	-4.0	0.1	10	2	4	/	-12	3	0
O=C(Nc1cccc(NC(=O)c2ccco2)c1)c1cnccn1	-1.3	-0.1	9	1	-1	0.2	-12	-1	4
COc1cc(S(=O)(=O)Nc2cc(C)cc(C)c2)ccc1F	-0.5	-0.5	9	9	4	0.079	2	0	-2
COC(=O)c1cc(=O)nc2sc(-c3ccc(F)cc3)nn12	-2.2	-0.4	-3	-4	2	/	-10	1	-1
Cc1ccc(CNC(=O)CSc2nnnn2C)cc1	0.0	0.1	-2	-7	6	-0.58	-5	-4	0
CCCN1CCN(C(=S)Nc2ccc(S(N)(=O)=O)cc2)CC1	0.0	-0.4	12	4	21	-0.011	/	4	8
CS(=O)(=O)N1CCc2ccccc2C1	-0.1	-0.9	25	23	3	-1.6	16	10	8
NC(=O)COC(=O)CCCSc1nc2ccccc2s1	-0.2	22	3	-5	3	-0.47	-3	-4	17
Cc1ccc(S(=O)(=O)N2CCCCC2)cc1NC(=O)COC(=O)CNC(=O)c1cc(Cl)cc([N+](=O)[O-])c1	-4.2	-0.2	5	-3	/	-1.3	-11	-3	-28
Cc1ccc(N(C(=O)c2cc3ccccc3oc2=O)C2C=CS(=O)(=O)C2)cc1 (stereo unspecified)	7.5	-0.8	2	-1	-1	0.017	-12	-20	-1
CCOC(=O)C1=C(C)Nc2ccccc2N=C1NC(=O)Cc1ccc(Br)cc1	2.0	3.3	11	2	-2	0.4	-6	-3	2
O=[N+]([O-])c1ccc2c(c1)nc1n2CCN(c2ccccc2)C1	3.7	0.1	11	3	/	0.35	3	5	22
CC(C)NS(=O)(=O)c1ccc(OCC(=O)N(C)Cc2ccccc2)cc1	1.5	-0.6	15	-5	0	-0.93	-5	6	5
CCCNC(=O)CN(c1ccc(F)c(Cl)c1)S(C)(=O)=O	0.3	0.1	3	0	0	-0.2	-11	-8	2
CO/N=C(\C(=O)N[C@@H]1C(=O)N2C(C(=O)O)=C(COC(N)=O)CS[C@H]12)c1ccco1	0.9	0.6	4	-4	1	-0.44	-10	-4	8

Structural class, those above containing a nitro group on carbon.
SMILES	TNF death inh	zVAD death inh	FXIIa inh	FXIa inh	Rad51 HR inh	KCC2 mod	KLK5 inh	Thrombin inh	Hck-Nef inh
O=C(O)CC(Cc1ccc(Cl)cc1)C(=O)Nc1ccc([N+](=O)[O-])cc1 (stereo unspecified)	0.1	-0.1	4	14	-6	-1.8	-3	-12	9
COC(=O)c1cc([N+](=O)[O-])c(-n2cncn2)c([N+](=O)[O-])c1	-10	33	13	3	7	-0.61	8	-3	26
Cc1ccc(S(=O)(=O)N2CCCCC2)cc1NC(=O)COC(=O)CNC(=O)c1cc(Cl)cc([N+](=O)[O-])c1	-4.2	-0.2	5	-3	/	-1.3	-11	-3	-28
O=[N+]([O-])c1ccc2c(c1)nc1n2CCN(c2ccccc2)C1	3.7	0.1	11	3	/	0.35	3	5	22
